Thrombin inh: inhibitors of human thrombin; alpha-thrombin, Boc-VPR-AMC fluorogenic substrate cleavage; P00734; actives 0.26% (n = 220,000); inhibition, % at 5 µM;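 active means inhibition at or above 40%; inactive means inhibition below 40%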;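 further: 0% = enzyme with no compound and 100% = wells without enzyme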
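Material: human alpha-thrombin protein. Incubation: reaction at ambient temperature. Technique: fluorescence of released AMC, ex 355 nm, em 460 nm. Control set: no-compound enzyme wells and no-enzyme blanks. Also added: Boc-VPR-AMC substrate, 15 µM final. Buffer or medium: pH 7.5 Tris (50 mM) with NaCl 150 mM, Tween 20 0.05%.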
TNF death inh: inhibitors of TNF-alpha induced necroptosis in Jurkat FADD-/- cells | Jurkat FADD-/- TNF necroptosis rescue, ATP luminescence, 24 h; 0 = TNF only, 100 = no-TNF cells | activation (protection from cell death), % at 10 µM | actives 0.068% (n = 220,000);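 active means activation, meaning protection from cell death, of at least 50% relative to plate controls; inactive means activation below 50%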;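 further: necroptosis triggered by 40 ng/mL TNF-alpha added together with compound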
Rad51 HR inh: Rad51 (human) homologous recombination inhibition. hRad51 DNA strand exchange, fluorescence dequenching. inhibition, % at 10 µM. AID 1385. Q06609. actives 0.085% (n = 200,000);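 active means inhibition above 40% at the single screening dose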;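 further: 0% = DMSO control wells and 100% = blanks with heterologous ssDNA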
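Read-out basis: percent inhibition relative to plate controls and blanks / Assay system: human Rad51 nucleoprotein filaments preassembled on unlabelled ssDNA / Timing: filaments 15 min 37 °C, then compound 30 min / Control set: per-plate controls and blanks / Technique: fluorescence dequenching at 485/520 nm / Compound: 10 µM final, single point / Also added: Fluorescein- and BHQ1-tagged 47-mer duplex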
FXIIa inh 1536: factor XIIa (human) inhibition; P00748; purified FXIIa, Boc-QGR-AMC fluorogenic substrate, 2 h; inhibition, % at 5 µM; actives 0.3% (n = 220,000); in the data active means inhibition above about 40%;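 further: 0% = enzyme with no compound and 100% = blank without enzyme; many of its hits are not listed in these tables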
Target sequence (P00748 20-372 limits assumed): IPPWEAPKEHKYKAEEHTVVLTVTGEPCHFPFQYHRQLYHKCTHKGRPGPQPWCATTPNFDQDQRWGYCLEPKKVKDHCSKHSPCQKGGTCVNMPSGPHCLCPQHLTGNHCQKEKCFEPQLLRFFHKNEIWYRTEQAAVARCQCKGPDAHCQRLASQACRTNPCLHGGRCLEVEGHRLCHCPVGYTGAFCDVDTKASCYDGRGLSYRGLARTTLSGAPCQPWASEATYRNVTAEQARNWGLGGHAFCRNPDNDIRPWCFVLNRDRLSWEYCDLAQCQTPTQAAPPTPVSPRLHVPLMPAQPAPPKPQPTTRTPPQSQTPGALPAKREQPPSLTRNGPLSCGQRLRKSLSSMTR
Target sequence (P00748 373-615 limits assumed): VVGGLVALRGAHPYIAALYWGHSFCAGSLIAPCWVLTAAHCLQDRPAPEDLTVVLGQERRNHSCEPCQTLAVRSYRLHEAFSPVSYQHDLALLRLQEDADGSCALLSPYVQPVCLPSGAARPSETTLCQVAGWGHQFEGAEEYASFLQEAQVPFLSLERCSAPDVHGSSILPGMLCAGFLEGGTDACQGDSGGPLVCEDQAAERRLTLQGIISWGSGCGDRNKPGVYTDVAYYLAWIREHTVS
zVAD death inh: L929 zVAD cell death inhibition | viability rescue, % at 10 µM | L929 zVAD necroptosis rescue, ATP luminescence, 24 h; with zVAD 60 µM | AID 1377 | actives 0.38% (n = 220,000);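 active means activation, scaled between plate controls, above about 75%, limit read from the data; inactive means activation under that limit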;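 further: 0% = zVAD with DMSO and 100% = DMSO alone without zVAD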
Hck Nef HTS: blocks Nef-activated human Hck kinase; P08631; Recombinant Hck-YEEI plus Nef, Z-Lyte FRET kinase assay; inhibition, % at 20 µM; actives 0.68% (n = 220,000); AID 463187;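 active means Hck-Nef kinase inhibition above about 50%, limit read from the data; inactive means inhibition below that limit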;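 further: 0% = DMSO with Hck plus Nef and 100% = Hck alone without Nef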
FXIa inh: factor XIa (human) inhibition. purified FXIa, Boc-Glu-Ala-Arg-AMC fluorogenic substrate. inhibition, % at 5 µM. actives 0.14% (n = 220,000);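 active means inhibition of at least 40%; inactive means inhibition below 40%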;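 further: fluorescence of freed AMC excited at 355 nm; 0% = enzyme without compound and 100% = no enzyme blank; many of its hits are not listed in these tables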
hK5 inh: blocks human kallikrein 5 protease activity. Q9Y337. recombinant hK5, fluorogenic AMC substrate cleavage. inhibition, % at 5 µM. actives 0.59% (n = 210,000);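 active means inhibition of 40% or more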;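 further: 0% = enzyme controls without compound and 100% = no-enzyme blanks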
Target sequence (Q9Y337 67-293 limits assumed): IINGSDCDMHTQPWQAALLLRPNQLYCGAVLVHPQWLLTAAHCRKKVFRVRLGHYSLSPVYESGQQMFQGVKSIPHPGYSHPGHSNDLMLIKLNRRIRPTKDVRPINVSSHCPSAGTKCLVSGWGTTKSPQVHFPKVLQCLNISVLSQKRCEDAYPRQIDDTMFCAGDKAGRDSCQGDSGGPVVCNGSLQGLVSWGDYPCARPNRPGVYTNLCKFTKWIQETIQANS
Cl transport mod: modulates chloride dependent transport by human KCC2; actives 2.2% (n = 190,000); Q9H2X9; B-score of Tl+ flux slope (higher = more flux/activation; lower = inhibition) at 10 µM; KCC2 cells, thallium flux FluoZin-2 fluorescence;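 active means thallium flux slope and its plate-corrected score both differing from the plate sample mean at a set confidence after two filtering rounds, in either direction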;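 further: slope of fluorescence scaled to starting intensity during 10 to 20 s after thallium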
Numbers without * were called inactive; x = no result given.

Sequence of screens – Thrombin inh	TNF death inh	Rad51 HR inh	FXIIa inh 1536	zVAD death inh	Hck Nef HTS	FXIa inh	hK5 inh	Cl transport mod
- Cc1cccc(C)c1NC(=O)C(NC=O)c1ccc(Cl)cc1 (stereo not drawn)
    1	-3.8	-9	10	0.2	1	-2	-11	x
- COc1ccc(C(C)=O)cc1CSCCC(=O)O
    0	-0.5	15	12	-0.1	0	4	5	-0.31
- CCOC(=O)CNC(=O)C12CC3CC(CC(C3)C1)C2
    -2	0.0	2	7	1.5	-2	-2	1	1.6
- Cc1ccc(C)c(SCC(=O)OCC(=O)c2ccco2)c1
    6	-0.2	-6	14	0.2	2	5	1	-0.43
- N#Cc1c(Cl)nc(N/N=C/c2ccccc2)c(Cl)c1Cl
    -8	-12	-9	8	8.6	2	-1	-6	0.57
- O=C(CSCc1ccc([N+](=O)[O-])cc1)N/N=C/c1ccncc1
    0	-1.6	12	11	1.0	-22	0	-8	-0.24
- CCSC(=Nc1ccccc1)Nc1ccccc1
    -5	1.8	-9	x	1.1	-16	-3	-2	-0.56
- CC(=O)OC[C@H]1COc2ccc3ccccc3c2[C@H]1N(C)C(C)=O
    2	0.7	19	6	-1.3	29	0	5	-1.3
- COC(=O)N/N=C(\C)c1cccs1
    -3	0.6	6	-1	0.2	16	-1	0	0.067
- COc1ccc(OC)c(Cc2nnc(CCC(=O)NCc3nc4ccccc4s3)o2)c1
    4	0.5	-5	4	13	16	-4	-26	-0.14
- CCC(=O)c1ccccc1OCC(=O)Nc1c(C)cccc1C
    -22	-2.7	12	12	-0.1	17	-5	2	-0.066
- Cc1ccccc1NC1=NC2(CCCC2)N=C(N)N1
    -4	-0.6	-2	6	4.7	16	-6	-4	x
- COC(=O)c1c(NC(=O)CC2Sc3ccc(C(F)(F)F)cc3NC2=O)sc(C)c1C (stereo not drawn)
    -7	-1.1	x	-1	x	-5	-2	-14	0.46
- O=C(CSc1nc(-c2ccco2)cc(C(F)(F)F)n1)Nc1ccc2c(c1)OCO2
    3	-4.3	4	18	-0.2	9	9	-2	-1.6
- COc1ccc(NC(=O)CN2C(=O)c3ccccc3Sc3ccc(C(=O)N4CCOCC4)cc32)c(OC)c1
    -5	4.3	-11	9	0.3	25	0	-5	-0.69
- Cc1ccc(-c2csc(NC(=O)CCNC(=O)c3ccco3)n2)cc1
    -2	2.5	7	4	0.0	15	1	6	-2.2
- COCCN1C(=O)N[C@@H](c2ccccc2)C(C(C)=O)=C1C
    -2	0.8	11	1	0.6	1	-3	-6	1.4
- O=C(Cn1cc(C(F)(F)F)cc(Cl)c1=O)Nc1cc(Cl)cc(Cl)c1
    -5	2.3	-7	-1	5.0	16	-4	-4	0.53
- CCOc1ccc(C2CC(c3cccc(OC)c3)n3nc(N)nc3N2)cc1 (stereo not drawn)
    -5	0.7	-1	11	1.0	0	0	-4	0.03
- CCn1c(C)nc2cc(C(=O)NNC(=S)Nc3ccc(Cl)cc3Cl)ccc21
    -8	1.1	-2	25	0.0	0	20	-69	-0.47
- COC(=O)CCCCC1SCC2NC(=O)NC21 (stereo not drawn)
    -6	1.1	2	1	4.0	16	-5	-1	1.1
- COc1cc2c(cc1OC)C(c1cccs1)CC(=O)N2 (stereo not drawn)
    -4	0.8	-4	1	-0.9	1	-3	-6	x
- Oc1ccc(Br)cc1-c1cc(-c2ccccc2)n[nH]1
    -2	-3.4	-10	7	0.3	-7	-4	-7	0.18
- CCCNC(=O)Nc1ccc2c(c1)nc(C)n2C
    4	-0.3	0	12	0.0	1	3	1	0.039
- COc1ccc(NC(=O)/C=C/c2cc(OC)c(OC)c(OC)c2)cn1
    -8	1.4	2	-5	3.9	-13	-2	-4	-0.54
- COc1ccc(/C=C2\SC(=O)N(CCNC(=O)C3CC4C=CC3C4)C2=O)cc1 (stereo not drawn)
    -6	0.3	17	11	5.7	26	3	4	-0.94
- COc1cccc(CNc2ccccc2O)c1OCc1ccccc1F
    0	-4.3	2	9	1.4	18	1	5	-0.34
- CCOc1ccc(OCC(=O)Nc2ccc(OC)cc2[N+](=O)[O-])cc1
    -5	0.7	-2	3	0.4	-14	-4	-5	1.1
- O=C(c1ccc(NS(=O)(=O)c2ccc3c(c2)OCCO3)cc1)N1CCCCC1
    -11	-1.2	x	4	-0.2	16	-2	-1	0.052
- CCc1ccc(-c2cc(C(=O)NN3CCOCC3)c3ccccc3n2)cc1
    -10	-4.3	8	9	0.2	-9	-8	-11	1.2
- CCCC(=O)Nc1ccc(S(=O)(=O)Nc2cc(C)nc(C)n2)cc1
    1	0.9	0	8	-0.1	0	5	-28	x
- COc1ccc(Cn2c(C)nnc2-c2cnn(C)c2N)cc1OC
    -2	-0.3	22	5	6.9	23	-1	-1	0.37
- C=CCNC(=S)NC(CC(=O)OC)c1ccc2c(c1)OCO2 (stereo not drawn)
    -1	0.7	-22	3	-0.5	0	0	-3	0.84
- CC(=O)COC(=O)CCc1nc2ccccc2[nH]c1=O
    5	-1.0	0	8	-0.1	1	3	-7	0.72
- CC(C)(CNc1ccc([N+](=O)[O-])cc1Cl)CNS(C)(=O)=O
    4	0.2	-35	16	-0.5	1	4	-2	-0.033
- O=C(CSc1nnnn1Cc1ccccc1)c1ccccc1
    3	0.1	2	5	0.1	1	1	-4	-3.2*
- CC(NC(=O)c1ccc(OC2CCN(S(=O)(=O)N(C)C)CC2)cc1)C1CC1 (stereo not drawn)
    -2	1.3	x	6	4.2	15	1	3	-0.14
- Cc1nnc(NC(=O)Cn2cnc3c2c(=O)n(C)c(=O)n3C)s1
    -3	0.4	-1	8	-0.7	11	0	-8	-0.69
- Nc1nc(Cl)cc(Sc2ccc(F)cc2)n1
    -19	-6.4	8	0	-0.2	0	-10	-11	x
- COc1ccccc1C1CC(c2ccc(Cl)cc2)Nc2ncnn21 (stereo not drawn)
    7	-1.5	5	8	-1.1	10	2	-12	x
- CC1=CC(C2CC(=O)N(c3ccc(C)cc3)C2=O)CC2C(=O)N(c3ccc(C)cc3)C(=O)C12 (stereo not drawn)
    -15	1.0	0	3	-0.9	18	-5	-2	-0.72
- O=S(=O)(Cc1ccccc1)N1CCCc2ccccc21
    -1	0.3	-4	0	1.1	28	-3	-4	-2.1
- O=C(NCc1ccccc1)c1cccc(COc2ccccc2Cl)c1
    6	0.9	x	24	0.2	0	3	-6	-0.39
- NC(=O)[C@@H]1CCNc2c(I)cc([N+](=O)[O-])cc2C(=O)N[C@@H](CCC(=O)O)C(=O)N[C@@H](CO)C(=O)N1
    -2	3.5	-4	1	0.6	-10	-6	-2	-0.64
- NC(=S)N/N=C1\CC(n2nnn(-c3cccc(Cl)c3)c2=S)C2COC1O2 (stereo not drawn)
    5	-0.2	10	8	-0.8	27	-1	-7	0.99
- O=C(Nc1ccc(F)c(F)c1)c1ccc(F)c(S(=O)(=O)N2CCC3(CC2)OCCO3)c1
    -7	0.6	8	8	50	25	2	-3	-0.18
- CCn1c(Cc2cccs2)nnc1SCC(=O)NC(C)(C)C
    -9	0.1	1	4	2.5	20	-6	-7	0.88
- COC(=O)N/N=C1/C/C(=N\NC(=O)OC)c2ccccc21
    -7	0.1	-2	x	0.9	-5	-7	-5	0.45
- O=C(COC(=O)C1(c2ccccc2F)CCCC1)N1CCc2ccccc21
    17	4.6	-5	15	1.1	7	9	6	0.029
- O=C(c1ccc(CS(=O)(=O)c2c(Cl)cccc2Cl)o1)N1CCCC1
    -8	-1.0	-7	8	-0.5	1	-3	-22	-3.3
- CCCOc1ccc(Cn2ccnc2)cc1[N+](=O)[O-]
    -7	0.2	-9	-1	-0.3	0	-11	-21	-0.3
- Cc1ccc(C)c(OCCn2cc(/C=C(\C#N)C(=O)NCC3CCCO3)c3ccccc32)c1 (stereo not drawn)
    -2	6.2	-3	4	1.7	4	-7	6	1.1
- CC(=O)Nc1ccc(Nc2ccccc2)cc1
    -5	2.5	-3	7	1.4	1	5	-6	-0.24
- Cn1c2ccccc2n2c(=O)cc(-c3ccccc3)c(C#N)c12
    -3	-3.0	9	4	5.8	9	-8	-6	0.41
- CCOc1ccc(-n2c(N)c(-c3nc4ccccc4n3C)c3nc4ccccc4nc32)cc1
    -15	-2.7	-28	0	0.6	2	-4	-25	0
- CSc1nc(C)c(CCOC(=O)c2ccccc2)c(=O)[nH]1
    -6	-2.8	0	12	0.4	-1	3	-15	x
- Clc1ccc(Cn2c(-c3cccnc3Cl)nc3ccccc32)cc1
    -2	-4.0	1	14	-0.3	0	1	1	0.23
- CCOC(=O)c1cc(NC(=O)N(CC)C2CCCCC2)c(C)nc1C
    4	0.7	2	14	-0.8	1	5	-2	0.88
- COC(=O)CSc1nnc(-c2ccncc2)o1
    -8	-2.1	-8	-5	-0.3	1	-4	-5	-1.5
- CC1CCC2(CC1)NC(=O)N(Cc1cccc(C(F)(F)F)c1)C2=O (stereo not drawn)
    -14	1.3	6	10	2.0	15	-7	1	0.53

Records listed so far marked active in Cl transport mod:
SMILES | Thrombin inh | Rad51 HR inh | FXIIa inh 1536 | Hck Nef HTS | FXIa inh | hK5 inh | Cl transport mod
O=C(CSc1nnnn1Cc1ccccc1)c1ccccc1 | 3 | 2 | 5 | 1 | 1 | -4 | -3.2*

Next part.
Sequence of screens – Thrombin inh	TNF death inh	Rad51 HR inh	FXIIa inh 1536	zVAD death inh	Hck Nef HTS	FXIa inh	hK5 inh	Cl transport mod
- Cc1cccc(N2CCN(C3=NC(=O)C(Cc4ccccc4)S3)CC2)c1 (stereo not drawn)
    -11	-1.9	-6	5	1.0	3	-3	-8	-0.97
- CCCCCNCc1ccc(OCc2ccc(Cl)nc2)c(OC)c1
    16	2.1	18	21	0.7	-5	20	29	0.22
- CCCC(=O)N(c1ccc(C(=O)O)cc1)c1nc(-c2ccccc2)c(C)s1
    -2	0.2	x	6	5.3	9	-2	10	-0.17
- C/C(CCC(=O)OC[C@H]1O[C@H](C#Cc2ccccc2)C=C[C@@H]1Oc1ccc(C)cc1)=N\O[C@@H](C)CN1CCCCc2nc(C)c(C)cc21
    2	-4.6	x	9	3.0	6	0	-6	0.67
- CC1(NC(=S)Nc2ccccc2)CCS(=O)(=O)C1 (stereo not drawn)
    -6	0.1	1	1	1.1	2	-3	21	-0.11
- Cc1cc(Br)ccc1NC(=O)CCN1C(=O)c2ccncc2C1=O
    -2	-0.9	-15	-19	-0.1	1	-20	-7	-0.25
- COc1ccc(CCN(C)CCCN2CC(c3ccccc3)CC2=O)cc1OC (stereo not drawn)
    10	1.8	34	6	-0.6	20	-2	-5	-0.71
- O=C(NCCO)c1c(O)c2cccc3c2n(c1=O)CC3
    -1	-0.9	3	15	1.8	0	0	1	x
- Cc1cc(C)cc(NC(=S)NCC2CCCO2)c1 (stereo not drawn)
    1	-2.9	15	17	-0.2	1	9	-27	0.27

A few values from the entries so far.
For hK5 inh, `CCCCCNCc1ccc(OCc2ccc(Cl)nc2)c(OC)c1` has the entry 29
For Hck Nef HTS, `C/C(CCC(=O)OC[C@H]1O[C@H](C#Cc2ccccc2)C=C[C@@H]1Oc1ccc(C)cc1)=N\O[C@@H](C)CN1CCCCc2nc(C)c(C)cc21` has the entry 6
For Cl transport mod, `Cc1cc(C)cc(NC(=S)NCC2CCCO2)c1` (stereo not drawn) has the entry 0.27

A portion of the library. The share of hits here may be higher or lower than overall.
